# TcdB GH inh = inhibitors of Clostridioides difficile toxin B glycohydrolase. AID 652162. P18177. TcdB glycohydrolase enzymatic assay, plate reader. 350,000 compounds, 0.24% hits. inhibition, % at 9.99 µM; in the data active means inhibition above about 10%
# Target sequence (P18177 whole entry, looked up): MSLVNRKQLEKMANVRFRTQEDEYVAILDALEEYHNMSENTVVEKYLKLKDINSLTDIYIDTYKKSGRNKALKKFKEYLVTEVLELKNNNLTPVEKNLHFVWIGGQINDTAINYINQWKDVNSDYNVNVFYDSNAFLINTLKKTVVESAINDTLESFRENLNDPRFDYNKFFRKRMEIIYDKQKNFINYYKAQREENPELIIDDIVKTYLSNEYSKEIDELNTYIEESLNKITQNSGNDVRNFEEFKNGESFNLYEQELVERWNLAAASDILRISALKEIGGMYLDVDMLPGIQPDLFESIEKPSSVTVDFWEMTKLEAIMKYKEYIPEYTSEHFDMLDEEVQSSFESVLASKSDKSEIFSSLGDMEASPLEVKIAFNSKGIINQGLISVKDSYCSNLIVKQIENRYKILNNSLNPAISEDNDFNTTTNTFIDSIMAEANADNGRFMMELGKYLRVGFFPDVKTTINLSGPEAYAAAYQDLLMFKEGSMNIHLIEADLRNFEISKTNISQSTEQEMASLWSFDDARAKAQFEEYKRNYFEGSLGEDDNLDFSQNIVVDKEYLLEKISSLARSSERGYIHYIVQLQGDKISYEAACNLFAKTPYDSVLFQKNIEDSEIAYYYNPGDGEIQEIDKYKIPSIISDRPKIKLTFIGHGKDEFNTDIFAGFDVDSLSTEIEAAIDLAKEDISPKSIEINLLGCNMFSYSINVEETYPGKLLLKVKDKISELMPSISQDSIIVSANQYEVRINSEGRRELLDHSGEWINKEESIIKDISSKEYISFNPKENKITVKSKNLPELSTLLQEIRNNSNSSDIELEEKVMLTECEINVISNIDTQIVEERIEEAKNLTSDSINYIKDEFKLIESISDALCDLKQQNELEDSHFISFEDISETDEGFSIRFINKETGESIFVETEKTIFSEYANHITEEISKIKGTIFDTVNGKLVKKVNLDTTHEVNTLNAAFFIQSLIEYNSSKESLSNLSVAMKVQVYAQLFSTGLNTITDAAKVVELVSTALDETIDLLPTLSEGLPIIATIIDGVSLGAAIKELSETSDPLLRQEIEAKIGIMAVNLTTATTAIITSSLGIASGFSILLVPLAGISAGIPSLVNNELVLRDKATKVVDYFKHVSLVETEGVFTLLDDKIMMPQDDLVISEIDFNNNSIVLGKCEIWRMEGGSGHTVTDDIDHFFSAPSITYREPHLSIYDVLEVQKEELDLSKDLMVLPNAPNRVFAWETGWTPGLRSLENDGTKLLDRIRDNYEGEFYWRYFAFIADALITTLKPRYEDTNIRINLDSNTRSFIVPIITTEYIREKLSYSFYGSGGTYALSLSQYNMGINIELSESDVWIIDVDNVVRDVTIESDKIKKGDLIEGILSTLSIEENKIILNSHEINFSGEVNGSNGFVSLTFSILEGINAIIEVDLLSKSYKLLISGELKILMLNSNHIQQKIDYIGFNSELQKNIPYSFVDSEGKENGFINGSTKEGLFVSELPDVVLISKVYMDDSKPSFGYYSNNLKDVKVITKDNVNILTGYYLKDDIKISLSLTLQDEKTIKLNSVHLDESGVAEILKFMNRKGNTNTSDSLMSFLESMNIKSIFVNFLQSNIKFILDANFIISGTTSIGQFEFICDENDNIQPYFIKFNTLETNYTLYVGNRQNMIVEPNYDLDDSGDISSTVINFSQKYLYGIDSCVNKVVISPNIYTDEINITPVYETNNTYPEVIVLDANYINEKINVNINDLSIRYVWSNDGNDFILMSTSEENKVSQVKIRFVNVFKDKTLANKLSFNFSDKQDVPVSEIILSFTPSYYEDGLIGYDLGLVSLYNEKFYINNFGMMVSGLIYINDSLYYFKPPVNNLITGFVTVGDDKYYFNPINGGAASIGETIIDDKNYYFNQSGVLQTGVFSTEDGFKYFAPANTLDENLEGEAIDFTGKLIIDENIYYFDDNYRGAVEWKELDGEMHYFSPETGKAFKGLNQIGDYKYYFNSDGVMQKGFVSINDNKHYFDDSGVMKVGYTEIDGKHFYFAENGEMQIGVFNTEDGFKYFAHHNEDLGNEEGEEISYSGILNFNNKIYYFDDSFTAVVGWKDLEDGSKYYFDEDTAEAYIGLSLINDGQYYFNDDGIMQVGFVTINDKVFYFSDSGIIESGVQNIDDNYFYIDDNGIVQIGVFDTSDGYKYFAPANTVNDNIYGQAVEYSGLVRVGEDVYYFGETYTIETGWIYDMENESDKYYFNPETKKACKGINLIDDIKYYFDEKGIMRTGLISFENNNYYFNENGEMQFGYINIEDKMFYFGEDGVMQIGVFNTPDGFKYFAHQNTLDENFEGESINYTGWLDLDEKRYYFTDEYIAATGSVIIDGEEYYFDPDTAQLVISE
# * hit, by the source's call; & = joins results of further samples. A portion of the library; rates above refer to the full screens.
SMILES,TcdB GH inh
O=C(C[C@H]1C[C@H]2c3cc(NC(=O)c4cccnc4)ccc3O[C@H]2[C@H](CO)O1)NCC1CC1,0.2
CCN1[C@@H]2Cn3c(ccc(C4=CCCCC4)c3=O)[C@H]1[C@@H](C(=O)N1CCOCC1)[C@@H]2CO,-0.8
O=S(=O)(Cc1ccccc1)N1CCCCN2[C@H](CO)[C@H](c3ccc(C#Cc4ccccc4)cc3)[C@H]2C1,1.3
C[C@H]1CCCCO[C@H](CN(C)S(=O)(=O)c2ccc(F)cc2)[C@@H](C)CN([C@@H](C)CO)C(=O)c2cc(NC(=O)Nc3ccc4c(c3)OCO4)ccc2O1,0.6
C=CCNC(=O)[C@H]1[C@@H]2C(=O)O[C@@H](c3ccccc3)[C@@H](c3ccccc3)N2[C@@H](c2ccc(O)cc2)[C@]12C(=O)Nc1ccc(C#Cc3ccc(OC)cc3)cc12,-0.6
O=C(c1ccccc1)N1CC(=O)N2[C@H](C1)[C@@H](c1ccc(C#CC3CC3)cc1)[C@@H]2CO,1.1
COc1ccc(NC(=O)Nc2ccc3c(c2)C(=O)N([C@@H](C)CO)C[C@@H](C)[C@@H](CN(C)Cc2ccncc2)O3)cc1,0.3
CO[C@@H]1CN(C)C(=O)c2ccc(NS(C)(=O)=O)cc2OC[C@H](C)N(C(=O)NC(C)C)C[C@@H]1C,-0.4
CN1C(=O)c2cc(NC(=O)c3cccc(F)c3)ccc2OC[C@@H]2O[C@@H](CC(=O)N3CCc4ccccc4C3)CC[C@@H]21,0.0
COc1ccc(-c2cnc3c(c2)C(=O)N([C@H](C)CO)C[C@H](C)[C@H](CN(C)S(C)(=O)=O)O3)cc1,-1.2&-0.5
CN(C)C(=O)c1cccc(-c2ccc3n(c2=O)C[C@@H]2[C@@H](CO)[C@H](C(=O)NCC4CC4)N[C@H]32)c1,-1.9
CO[C@@H]1CN(C)C(=O)c2cc(NC(=O)Nc3ccccc3F)ccc2OC[C@@H](C)N(C(=O)Nc2ccccc2F)C[C@H]1C,-2.0
O=C(C[C@H]1CC[C@H]2[C@@H](COC[C@@H](O)CN2Cc2nccs2)O1)NCc1ccccc1,0.2
O=C(C[C@@H]1CC[C@@H]2[C@H](COC[C@H](O)CN2Cc2ccncc2)O1)NCC1CC1,-0.1
CO[C@H]1CN(C)C(=O)c2ccc(NC(=O)c3ccc(F)cc3)cc2OC[C@@H](C)N(C(=O)c2ccc(F)cc2)C[C@@H]1C,-0.7

# Reformatted as tab-separated lines: entries from further up
canonical_smiles	TcdB GH inh
C[C@H]1CCCCO[C@H](CN(C)S(=O)(=O)c2ccc(F)cc2)[C@@H](C)CN([C@@H](C)CO)C(=O)c2cc(NC(=O)Nc3ccc4c(c3)OCO4)ccc2O1	0.6
C=CCNC(=O)[C@H]1[C@@H]2C(=O)O[C@@H](c3ccccc3)[C@@H](c3ccccc3)N2[C@@H](c2ccc(O)cc2)[C@]12C(=O)Nc1ccc(C#Cc3ccc(OC)cc3)cc12	-0.6
O=C(c1ccccc1)N1CC(=O)N2[C@H](C1)[C@@H](c1ccc(C#CC3CC3)cc1)[C@@H]2CO	1.1
COc1ccc(NC(=O)Nc2ccc3c(c2)C(=O)N([C@@H](C)CO)C[C@@H](C)[C@@H](CN(C)Cc2ccncc2)O3)cc1	0.3
CO[C@@H]1CN(C)C(=O)c2ccc(NS(C)(=O)=O)cc2OC[C@H](C)N(C(=O)NC(C)C)C[C@@H]1C	-0.4
CN1C(=O)c2cc(NC(=O)c3cccc(F)c3)ccc2OC[C@@H]2O[C@@H](CC(=O)N3CCc4ccccc4C3)CC[C@@H]21	0.0
COc1ccc(-c2cnc3c(c2)C(=O)N([C@H](C)CO)C[C@H](C)[C@H](CN(C)S(C)(=O)=O)O3)cc1	-1.2&-0.5
CN(C)C(=O)c1cccc(-c2ccc3n(c2=O)C[C@@H]2[C@@H](CO)[C@H](C(=O)NCC4CC4)N[C@H]32)c1	-1.9
CO[C@@H]1CN(C)C(=O)c2cc(NC(=O)Nc3ccccc3F)ccc2OC[C@@H](C)N(C(=O)Nc2ccccc2F)C[C@H]1C	-2.0
O=C(C[C@H]1CC[C@H]2[C@@H](COC[C@@H](O)CN2Cc2nccs2)O1)NCc1ccccc1	0.2

# More structures
SMILES,TcdB GH inh
CCS(=O)(=O)N1CC2(C1)[C@@H](c1ccccc1)[C@H](CO)N2Cc1ccccn1,-1.4
COc1ccccc1-c1cn(CC[C@@H]2CC[C@@H](NC(=O)CCN3CCCCC3)[C@@H](CO)O2)nn1,0.2
C[C@@H]1CN([C@@H](C)CO)C(=O)Cc2cc(NC(=O)CCCN(C)C)ccc2O[C@H]1CN(C)Cc1ccc(C(F)(F)F)cc1,0.5
C[C@H]1CN([C@@H](C)CO)C(=O)c2cc(NC(=O)NC3CCCCC3)ccc2O[C@H]1CN(C)C(=O)Nc1ccc(F)cc1,1.6
O=S(=O)(c1ccccc1)N1C[C@@H]2[C@H](c3ccccc31)[C@@H](CO)N2Cc1ccc2c(c1)OCO2,1.6
CCc1nc(N2[C@@H](C#N)[C@H](c3ccccc3-c3ccccc3C)[C@@H]2CO)sc1C,-0.2
COc1ccc(S(=O)(=O)Nc2ccc3c(c2)C(=O)N([C@H](C)CO)C[C@H](C)[C@@H](CN(C)S(=O)(=O)c2ccc(C)cc2)O3)cc1,-5.4
C[C@H]1CN([C@@H](C)CO)C(=O)c2cc(/C=C/c3ccccc3)cnc2O[C@@H]1CN(C)S(=O)(=O)c1cccs1,-0.7
CN(C)CC#Cc1ccc([C@@H]2[C@@H](CO)N3CCCCN(CC4CCOCC4)C[C@H]23)cc1,0.5
C[C@@H](NC(=O)C[C@H]1C[C@@H]2c3cc(NC(=O)C4CCOCC4)ccc3O[C@@H]2[C@@H](CO)O1)c1ccccc1,0.8
COC(=O)C[C@H]1CC[C@H]2[C@@H](COC[C@H](O)CN2S(=O)(=O)c2cn(C)cn2)O1,-0.5
C[C@@H]1CN([C@@H](C)CO)C(=O)c2cc(NS(=O)(=O)c3cn(C)cn3)ccc2O[C@H]1CN(C)Cc1ccc(C(=O)Nc2ccccc2N)cc1,-2.0
CO[C@@H]1CN(C)C(=O)c2cc(NS(=O)(=O)c3ccc(C)cc3)ccc2OC[C@H](C)NC[C@H]1C,0.5
COc1ccc2c3c([nH]c2c1)[C@H](CO)N(Cc1ccccc1)CC31CCN(S(C)(=O)=O)CC1,-2.7
COc1ccc(-c2cnc3c(c2)C(=O)N([C@@H](C)CO)C[C@@H](C)[C@H](CN(C)C(=O)C2CCOCC2)O3)cc1,1.4
O=C(NCC[C@@H]1CC[C@@H](NC(=O)C2CCC2)[C@H](CO)O1)c1cnccn1,0.5
Cc1noc(C)c1NC(=O)N(C)C[C@@H]1OCCCC[C@@H](C)Oc2ccc(NC(=O)C3CCCCC3)cc2C(=O)N([C@H](C)CO)C[C@@H]1C,1.0
Cc1ccc(NC(=O)Nc2ccc3c(c2)C(=O)N(C)[C@@H]2CC[C@@H](CC(=O)O)O[C@H]2CO3)cc1,-4.8
C[C@H](CO)N1C[C@H](C)[C@H](CN(C)C)Oc2ccc(NS(=O)(=O)c3ccccc3)cc2CC1=O,-13
Cc1noc(C)c1S(=O)(=O)Nc1ccc2c(c1)CC(=O)N([C@@H](C)CO)C[C@H](C)[C@H](CN(C)Cc1ccccc1)O2,0.5
C[C@H](CO)N1C[C@H](C)[C@@H](CN(C)CC2CCOCC2)Oc2ncc(C#Cc3ccc(F)cc3)cc2C1=O,-0.2
O=C(N[C@@H]1CC[C@@H](CC(=O)N2CCc3ccccc3C2)O[C@H]1CO)C1CCOCC1,-1.1
C[C@@H]1CN([C@@H](C)CO)C(=O)c2cccc(NC(=O)Nc3ccc(F)cc3)c2O[C@H]1CN(C)Cc1ccccc1,-0.3
COc1ccc(CN(C)C[C@@H]2Oc3c(NS(=O)(=O)c4c(C)noc4C)cccc3C(=O)N([C@@H](C)CO)C[C@@H]2C)cc1,1.1
CN(C)CC#Cc1cccc(-c2nc(C(=O)O)cc3c2[C@H](CCO)N(S(=O)C(C)(C)C)C3)c1 (some centres undefined),-0.1
CCC(=O)N(C)C[C@@H]1Oc2cc(-c3ccccc3C)ccc2S(=O)(=O)N([C@@H](C)CO)C[C@@H]1C,0.8
C[C@H]1CN([C@@H](C)CO)C(=O)CCCn2nncc2CO[C@H]1CN(C)Cc1ccc2c(c1)OCCN2C,-2.6
COCC(=O)Nc1ccc2c(c1)C(=O)N(C)C[C@H](OC)[C@H](C)CN(Cc1ccccc1OC)[C@@H](C)CO2,-0.5
CCCC#Cc1cnc2c(c1)C(=O)N([C@@H](C)CO)C[C@@H](C)[C@H](CN(C)Cc1cccnc1)O2,0.4
CCNC(=O)C[C@H]1CC[C@H]2[C@@H](COc3ccc(NC(=O)Nc4cccc(Cl)c4)cc3C(=O)N2C)O1,-0.2
C[C@H]1CN([C@@H](C)CO)C(=O)c2cc(N(C)C)ccc2O[C@@H]1CN(C)C(=O)NC1CCCCC1,-0.9
CCCN(C)C[C@H]1OCCCC[C@@H](C)Oc2ccc(NS(=O)(=O)c3ccc(F)cc3)cc2C(=O)N([C@@H](C)CO)C[C@@H]1C,0.7
COc1cccc(NC(=O)N2C[C@@H](O)COC[C@H]3O[C@H](CC(=O)NC4CCC4)CC[C@@H]32)c1,-3.1
O=C(C[C@@H]1CC[C@H]2[C@@H](COC[C@H](O)CN2Cc2cc(F)ccc2F)O1)NCc1ccccc1,0.9
CCCNC(=O)C[C@@H]1CC[C@@H]2[C@H](COc3ccc(NC(=O)NCC)cc3C(=O)N2C)O1,0.2
O=C(C[C@@H]1C[C@H]2c3cc(NS(=O)(=O)c4ccc(F)cc4)ccc3O[C@H]2[C@H](CO)O1)NCCc1ccccc1,0.4
O=C(Cc1ccccn1)N[C@H]1CC[C@@H](CCn2cc(-c3ccc(F)cc3)nn2)O[C@@H]1CO,-1.7
CN1C(=O)c2cc(NC(=O)Nc3ccccc3F)ccc2OC[C@H]2O[C@H](CC(=O)NCCc3ccncc3)CC[C@@H]21,-0.4
COCC(=O)N(C)C[C@H]1Oc2cc(C#C[C@H](C)O)ccc2S(=O)(=O)N([C@@H](C)CO)C[C@@H]1C,0.2
C[C@@H]1CN([C@@H](C)CO)C(=O)c2cc(-c3ccccc3)cnc2O[C@@H]1CN(C)C,0.6
NCC[C@@H]1CC[C@@H](NC(=O)CCN2CCCCC2)[C@H](CO)O1,0.2
CCCN(C)C[C@H]1Oc2ncc(C#CCC(C)C)cc2C(=O)N([C@H](C)CO)C[C@@H]1C,0.8
C[C@@H]1CCCCO[C@H](CN(C)Cc2ccc(Cl)c(Cl)c2)[C@@H](C)CN([C@@H](C)CO)C(=O)c2cc(NS(=O)(=O)c3cn(C)cn3)ccc2O1,0.9
CCC(=O)N[C@H]1CC[C@@H](CC(=O)NCc2ccccc2OC)O[C@@H]1CO,0.4
COCC(=O)N(C)C[C@H]1Oc2ncc(/C=C/c3ccccc3)cc2C(=O)N([C@H](C)CO)C[C@H]1C,-1.3
N#C[C@@H]1N[C@H](CO)[C@H]1c1ccc(C#CC2CCCC2)cc1,-1.3
C[C@H](CO)N1C[C@H](C)[C@@H](CN(C)S(C)(=O)=O)Oc2ccc(NC(=O)Nc3ccccc3)cc2CC1=O,-0.5
COCC(=O)N1C[C@H]2[C@@H](c3ccccc31)[C@@H](CO)N2C(=O)C1CCCC1,1.2
C[C@@H]1CN([C@H](C)CO)C(=O)c2cc(NC(=O)Nc3ccc(C(F)(F)F)cc3)ccc2O[C@@H]1CN(C)Cc1ccc2c(c1)OCO2,0.7
O=C(NCC[C@@H]1CC[C@H](NS(=O)(=O)c2ccc(Cl)cc2)[C@H](CO)O1)c1ccc2c(c1)OCO2,0.7
O=C(C[C@@H]1CC[C@H]2[C@@H](COC[C@@H](O)CN2C(=O)c2ccccc2)O1)NCCCN1CCOCC1,0.1
CCC(=O)Nc1ccc2c(c1)C(=O)N(C)C[C@@H](OC)[C@H](C)CN(Cc1ccccc1C(=O)O)[C@@H](C)CO2,0.3
COc1ccccc1NC(=O)N1CCCCN2[C@@H](CO)[C@@H](c3ccc(C#CC4CCCC4)cc3)[C@@H]2C1,0.6
C[C@H]1CN([C@@H](C)CO)C(=O)Cc2cc(NS(=O)(=O)c3cn(C)cn3)ccc2O[C@@H]1CN(C)Cc1ccc(C(=O)Nc2ccccc2N)cc1,0.3
O=S(=O)(c1ccc(F)cc1)N1CCCCN2[C@H](CO)[C@@H](c3ccc(C#CC4CCCC4)cc3)[C@@H]2C1,0.0
C[C@@H]1CN([C@@H](C)CO)C(=O)Cc2cc(NC(=O)Cc3cn(C)c4ccccc34)ccc2O[C@@H]1CN(C)C(=O)Nc1cccc2ccccc12,-2.6
CC(C)NC(=O)N(C)C[C@H]1Oc2ccc(NC(=O)NC3CCCCC3)cc2C(=O)N([C@@H](C)CO)C[C@H]1C,0.9
C/C=C/c1cnc2c(c1)C(=O)N([C@@H](C)CO)C[C@H](C)[C@H](CN(C)C(=O)Nc1ccc(C(F)(F)F)cc1)O2,1.4
CO[C@@H]1CN(C)C(=O)c2cc(NC(=O)NC3CCCCC3)ccc2OC[C@H](C)NC[C@@H]1C,-4.2
C[C@H](CO)N1C[C@H](C)[C@@H](CN(C)C(=O)Cc2ccccc2)OCCCC[C@H](C)Oc2ccc(NC(=O)Nc3ccc(C(F)(F)F)cc3)cc2C1=O,-0.7
# Later entries:
SMILES,TcdB GH inh
OC[C@H]1[C@H](c2ccc(C#CC3(O)CCCC3)cc2)[C@H]2CN(Cc3cncnc3)CCCCN21,0.0
N#C[C@@H]1[C@H](c2ccccc2C2=CCCC2)[C@H](CO)N1C(=O)NC1CCCCC1,0.3
COc1ccc(NC(=O)Nc2ccc3c(c2)C(=O)N([C@H](C)CO)C[C@@H](C)[C@@H](CN(C)CC2CCCCC2)O3)cc1,0.7
CCCC#Cc1ccc([C@@H]2[C@H](CO)N3C(=O)CN(S(=O)(=O)c4ccccc4C)C[C@@H]23)cc1,-1.1
CC(C)C#Cc1ccc([C@@H]2[C@H](CO)N3C(=O)CN(C(=O)c4ccc5c(c4)OCO5)C[C@@H]23)cc1,-0.2
COc1ccc(NC(=O)N(C)C[C@@H]2OCCCC[C@@H](C)Oc3ccc(NS(=O)(=O)c4ccccc4)cc3C(=O)N([C@@H](C)CO)C[C@@H]2C)cc1,0.6
